# Compound activity from PubChem.
# ST2 IL33 inh – inhibitors of human ST2 (IL1RL1) binding to IL-33, primary screen, biochemical, AlphaLISA | inhibition, % for hits at 17 µM | 2.3% of 78,000 active | Interleukin-1 receptor-like 1 (Homo sapiens), Q01638 | AlphaLISA ST2-Fc/biotin-IL-33 interaction, 1 h; in the data active = inhibition above about 30%; inconclusive = mostly about 10% to 28%
# Target sequence (Q01638 whole entry, looked up): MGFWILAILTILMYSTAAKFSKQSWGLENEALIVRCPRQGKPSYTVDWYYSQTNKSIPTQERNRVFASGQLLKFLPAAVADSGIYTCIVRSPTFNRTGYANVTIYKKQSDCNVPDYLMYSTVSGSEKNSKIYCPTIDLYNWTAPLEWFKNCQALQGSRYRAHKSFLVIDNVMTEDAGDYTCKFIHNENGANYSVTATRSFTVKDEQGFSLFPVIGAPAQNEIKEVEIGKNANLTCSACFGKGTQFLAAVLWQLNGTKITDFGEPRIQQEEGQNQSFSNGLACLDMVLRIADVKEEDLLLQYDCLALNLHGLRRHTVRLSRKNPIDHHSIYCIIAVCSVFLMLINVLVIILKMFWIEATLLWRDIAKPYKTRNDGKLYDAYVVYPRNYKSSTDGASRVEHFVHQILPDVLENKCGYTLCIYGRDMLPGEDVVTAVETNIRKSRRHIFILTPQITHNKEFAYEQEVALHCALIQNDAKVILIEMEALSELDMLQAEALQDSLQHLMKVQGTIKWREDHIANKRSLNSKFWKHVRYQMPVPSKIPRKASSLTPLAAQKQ
# An asterisk follows results filed as active; i = inactive; ? = inconclusive.
SMILES,ST2 IL33 inh
CCN1CC(CN(C)C(=O)c2ccc(OC3CCN(C(=O)C4CC4)CC3)cc2)CC1=O (centres undefined),i
OC1(c2ccccc2)CCN(Cc2ccc(F)cc2Cl)C1 (centres undefined),?
COCc1nnc(NC(=O)Cc2cccs2)s1,i
C(=C\c1ccccc1)/CN1CCN(Cc2nc(-c3ccc4c(c3)OCO4)no2)CC1,?
O=C(CN1C(=O)CCC1=O)Nc1nc(-c2ccc(F)cc2)cs1,i
COc1ccc(Nc2cc(C)nc(N3CCN(S(=O)(=O)c4ccc(C)cc4C)CC3)n2)cc1,i
O=C1Nc2ccccc2C(O)(C(=O)NCc2cccs2)N1c1ccccc1 (centres undefined),i
CN(Cc1nc2ccc(Cl)cc2[nH]1)Cc1nc(Cc2cccc(C(F)(F)F)c2)no1,?
Cc1cc(N2CCN(C)CC2)nc2ccc(NC(=O)c3ccco3)cc12,i
Cn1c2c(c3cc(F)ccc31)CCCC2=O,i
C[C@]12C=C[C@@]3(CCC4[C@](C)(CO)CCC[C@@]4(C)C3CC1)C2 (some centres undefined),i
COc1ccc(CC2CN(S(=O)(=O)N3CCCC3)CCO2)cc1 (centres undefined),?
COc1cccc(N2C(=O)NC3CC2(C)Oc2ccc(Br)cc23)c1 (centres undefined),i
N#CC1=C(SCc2ccccc2)NC(=O)C(C#N)C12CCCCC2 (centres undefined),i
CSc1nccc(N2CCCC3(CC2)CN(C)C(=O)O3)n1 (centres undefined),i
CCOC(=O)c1c(C)n(C)c2ccc(OC(=O)c3ccccc3Br)cc12,i
CCC(C)NC(=O)c1cc(-c2ccc(Cl)c(Cl)c2)on1 (centres undefined),i
O=C(Nc1ccc(-c2nc3ccccc3o2)cc1)c1ccc(S(=O)(=O)N2CCCC2)cc1,?
CCCn1cc(S(=O)(=O)CC(=O)Nc2ccccc2)c2ccccc21,i
CCCC(=O)NC(C)c1nc2ccccc2n1CCC (centres undefined),i
O=C(COc1ccccc1Cl)NCCN1CCOCC1,?
Cc1noc(C)c1C(=O)NC1CC(=O)N(Cc2cccc3ccccc23)C1 (centres undefined),i
O=C(C1CC1)N1CCc2cc(Br)cc(S(=O)(=O)NCC3CCCO3)c21 (centres undefined),i
Cc1ccc(C(=O)Nc2ncc(S(=O)(=O)c3ccc([N+](=O)[O-])cc3)s2)cc1C,i
Cc1cc(C(=O)Nc2ccccc2C)c2ccccc2n1,i
COc1ccccc1N1CCN([C@H]2[C@@H]3OC[C@@H](O3)[C@@H](NC(=O)Nc3ccccc3)[C@@H]2O)CC1,?
O=C1CCSc2ccccc2N1Cc1ccccc1,i
NC(=O)c1ccc(NC(=O)C23CC4CC(CC(C4)C2)C3)cc1,i
CCc1nc(SCC(=O)NCc2ccccc2)c(C#N)cc1C,i
CN(C)C1CCS(=O)(=O)C1 (centres undefined),?
COc1ccc(C2C=C(Nc3ccccc3)C(=O)N2c2ccccc2)cc1 (centres undefined),i
CC1=C(C(=O)Nc2cccc(C)n2)C(c2ccccc2C(F)(F)F)C2=C(CCCC2=O)N1 (centres undefined),i
COc1ccc(N2CCN(C(=O)c3cc4c(=O)n5ccccc5nc4n3C)CC2)cc1,i
Cc1ccc(-c2noc(CCC(=O)Nc3ccc(Cl)cn3)n2)cc1,i
CC(C)Cc1ccc(S(=O)(=O)NC2CCCCCC2)cc1,i
CCN(Cc1ccoc1)CC1CCN(CCc2ccccc2C)CC1,?
C=CCN1C(=O)CSc2ccc(C(=O)NCCc3ccc(Cl)cc3)cc21,i
COc1cccc(C2Nc3ccccc3NC3=C2C(=O)CC(c2cccs2)C3)c1O (centres undefined),?
COc1ccc(N(C(=O)C2CC2)C2C=CS(=O)(=O)C2)c(OC)c1 (centres undefined),i
CCc1cccc(OCC(=O)Nc2cc(OC)c(OC)cc2C(=O)O)c1,i
O=C(C1CCN(S(=O)(=O)N2CCCCC2)CC1)N1CCCC1,i
CCCNC(=O)C1(O)c2cc(Br)ccc2NC(=O)N1c1ccc(C)c(C)c1 (centres undefined),i
CC(=O)Nc1nc2cc3sc(NC(C)=O)nc3cc2s1,?
CC(=O)Nc1ccccc1NC(=O)c1ccc(Br)cc1,i
O=c1[nH]c2nnc(Nc3ccccc3)n2c2sc3c(c12)CCCC3,i
O=C(CSc1ccccn1)NC1CCCc2nc(-c3cccnc3)ncc21 (centres undefined),?
CCN(c1ccccc1)S(=O)(=O)c1ccc(C(=O)Nc2nnc(C3CC3)o2)cc1,i
CCOc1ccccc1Nc1c2c(nc3ccccc13)CCC2,i
CCc1c(C)sc2ncnc(N3CC[C@@H](N4CCC(O)CC4)[C@H](O)C3)c12,?
O=C(NCC(=O)N1CCC(N2CCCCC2)CC1)C1CCCCC1,?
CCN(CC)c1ccc(/C=C2\SC(N3CC(C)OC(C)C3)=NC2=O)cc1 (centres undefined),i
COc1cccc(CC2CN(c3cc(OC)nc(OC)n3)CCO2)c1 (centres undefined),i
Cc1cc(C)n(CCNC(=O)COc2c(C)ccc(C)c2C)c(=O)n1,i
C=CCS(=O)(=O)Nc1ccc(OC)cc1,i
COc1cc(Cl)cc(C2Nc3ccccc3-c3nnc(SC)nc3O2)c1OC (centres undefined),i
CC[C@H]1CN(C(C)=O)CC[C@H]1CC(=O)Nc1nccs1,i
O=S(=O)(NCCOc1ccccc1)NCc1ccccc1,i
CCN(CCN(C)C)Cc1ccc(Cl)c(Cl)c1,i
COc1ccc(OCc2cc(C(=O)N(C)C(C)c3ccon3)n[nH]2)c(Cl)c1 (centres undefined),i
COc1ccc(N(C)C(=O)Cc2c(C(=O)O)[nH]c3ccc(Cl)cc23)cc1,i

# Rewritten with each value named: part of the list above
Cc1cc(C)n(CCNC(=O)COc2c(C)ccc(C)c2C)c(=O)n1
- ST2 IL33 inh: i
C=CCS(=O)(=O)Nc1ccc(OC)cc1
- ST2 IL33 inh: i

# (continued)
SMILES,ST2 IL33 inh
Cc1ccc(NC(=O)c2cc3ccccc3o2)cc1C,i
N#CCCn1c2c(c3ccccc31)CCCC2,?
CCOc1cc(-c2nccn2C(C)c2nc(CC)no2)ccc1OC (centres undefined),i
CC(C)NC(=O)NC[C@H]1O[C@@H](CC(=O)Nc2ccccc2)[C@H](O)[C@@H]1O,i
COc1cccc(NS(=O)(=O)c2cc(Br)cc3c2N(C(C)=O)C(C)C3)c1 (centres undefined),?
COc1ccc(Nc2cc(C)nc(N3CCN(S(=O)(=O)c4ccc(OC)c(C)c4)CC3)n2)cc1,i
O=C(Cc1ccc(F)cc1)Nc1c(C(=O)Nc2ccc(F)cc2)oc2ccccc12,i
c1cn(CCSc2cn[nH]n2)c(-c2ccc3c(c2)OCCO3)n1,?
CCCOC(=O)C1C2C=CC3(CN(CCc4ccccc4)C(=O)C13)O2 (centres undefined),?
Cc1csc(NC(=O)c2cnc3scc(C)n3c2=O)n1,?
Cc1nc2nc(C)c(NC(=O)Nc3ccc4c(c3)OCCO4)c(=O)n2[nH]1,?
CCNc1nc2ccccn2c(=O)c1/C=C1\SC(=O)N(CC)C1=O,30%*
C1Cc2nn3c(c2C1)n1nc2c(c1n1nc4c(c31)CCC4)CCC2,i
COCc1cn([C@H]2CO[C@H]3[C@@H]2OC[C@H]3OC(=O)Nc2ccc(C)cc2)nn1,i
CCN(CC)C(=O)C1CCCN(Cc2ccc(C)cc2)C1 (centres undefined),i

# Arranged by length of the SMILES (smallest number first): some entries from above
SMILES,ST2 IL33 inh
Cc1csc(NC(=O)c2cnc3scc(C)n3c2=O)n1,?
c1cn(CCSc2cn[nH]n2)c(-c2ccc3c(c2)OCCO3)n1,?
C1Cc2nn3c(c2C1)n1nc2c(c1n1nc4c(c31)CCC4)CCC2,i

# The main list resumes; the 2 compounds before the break are reprinted first.
SMILES,ST2 IL33 inh
COCc1cn([C@H]2CO[C@H]3[C@@H]2OC[C@H]3OC(=O)Nc2ccc(C)cc2)nn1,i
CCN(CC)C(=O)C1CCCN(Cc2ccc(C)cc2)C1 (centres undefined),i
Cc1ccc(OC2(C(=O)N3CCC(N4CCCC4)CC3)CCNCC2)cc1,?
CC1(C)CC(=O)c2c(oc3ccc(NS(=O)(=O)c4cccs4)cc23)C1,i
O=C(CC1CCc2ccccc21)NCc1cccnc1N1CCOCC1 (centres undefined),i
CCCOc1ccccc1C1NC(=O)NC(C)=C1C(=O)OCCSC (centres undefined),i
CCCCCC(O)CCCC(=O)O (centres undefined),i
COc1ccc2nc3oc(C(=O)NCCCN4CCc5ccccc5C4)cc3cc2c1,?
Cc1ccc(-n2nc(C)c([C@@H]3C=C[C@@H](NS(=O)(=O)c4cccs4)C3)c2C)cc1Cl,?
COc1cccc(NS(=O)(=O)C[C@@]23CC[C@H](CC2=O)C3(C)C)c1,i
CN(CCc1cnn(C)c1)C(=O)c1cn(Cc2cccc(C(F)(F)F)c2)nn1,i
CCN(Cc1noc(C2CCC2)n1)Cc1nc[nH]c1C,i
O=[N+]([O-])c1ccc(CSc2nnc(-c3cccnc3)n2Cc2ccccc2)cc1,?
O=C(CCC1=NS(=O)(=O)c2ccccc2N1)NCCC1=CCCCC1,i
N#Cc1cccc(NC(=O)N[C@H]2CO[C@H]3[C@@H]2OC[C@@H]3n2nnnc2Oc2ccc(-n3cncn3)cc2)c1,?
CN(C)c1ccc(Nc2cccc3nccnc23)cc1,84%*
CCc1ccc(S(=O)(=O)NCc2nc3cccnc3n2Cc2cccc(C)c2)cc1,i
Cc1ccc(S(=O)(=O)Nc2cc(S(N)(=O)=O)ccc2C)cc1,i
Cc1ccc(N(C(=O)c2c(F)cccc2Cl)C2C=CS(=O)(=O)C2)cc1C (centres undefined),i
CCc1ccc(-c2nc(CN3CCC(C(=O)N4CCOCC4)CC3)c(C)o2)cc1,i
O=C(CC1COCCN1)NCCc1cnn(-c2ccccc2)c1 (centres undefined),?
CN(Cc1ccccc1C(F)(F)F)C(=O)c1cn(Cc2ccc(F)cc2)nn1,i
COc1ccc(CCNS(=O)(=O)c2ccc(Br)s2)cc1,i
O=c1c2c(nc(SCc3cccc(F)c3)n1-c1ccc(Cl)cc1)CCS2,i
O=C(Nc1cccc2cccnc12)c1cccc([N+](=O)[O-])c1,?
COc1ccc(S(=O)(=O)N2CCN(CCO)CC2)cc1,i
Cn1nc(-c2ccccn2)c2c1NC(=O)CC2c1cc2ccc(F)cc2[nH]c1=O (centres undefined),i
COCc1cc(C(=O)N2CCC3(CCN(C)CC3)C2)ccc1OC,i
Cc1c(C(=O)NC(C)c2ccccc2)oc2ccc(S(=O)(=O)N3CCCCCC3)cc12 (centres undefined),i
Cc1cc(C)nc(SC2=CS(=O)(=O)c3ccccc32)n1,?
CC(=O)NC(=O)c1cc2cc(Br)ccc2oc1=Nc1cccc(C#N)c1,33%*
Cc1ccc(NC(=O)N[C@@H]2C=C(C(=O)N[C@H](C)C(N)=O)C[C@@H](O)[C@@H]2O)cc1,i

# Quoted at random: two entries already listed.
SMILES,ST2 IL33 inh
O=c1c2c(nc(SCc3cccc(F)c3)n1-c1ccc(Cl)cc1)CCS2,i
COCc1cn([C@H]2CO[C@H]3[C@@H]2OC[C@H]3OC(=O)Nc2ccc(C)cc2)nn1,i

# The list continues:
SMILES,ST2 IL33 inh
COc1ccccc1N1CCN(Cc2cccc3nccnc23)C(C)C1 (centres undefined),?
CC1=C(C(=O)Nc2ccc(C)cn2)C(c2cccc(Oc3ccccc3)c2)C2=C(CCCC2=O)N1 (centres undefined),i
Cc1noc(C)c1S(=O)(=O)N1CCC(C(=O)Nc2ccc(Cl)cc2)CC1,i
CS(=O)(=O)NCCCc1ccccc1,?
C/C(=C\c1nsc(Nc2ccc(Cl)cc2)n1)NCC1CCCO1 (centres undefined),i
Cc1cccc(OCCCC(=O)Nc2ncn[nH]2)c1,i
CCC(C)NC(=O)c1cn(CC)c2ccc(S(=O)(=O)N3CC(C)CC(C)C3)cc2c1=O (centres undefined),i
CC(C)C1CN(C(=O)c2ccc3cccc(F)c3n2)CCCN1CC1CC1 (centres undefined),?
CC1CCCC(C)N1C(=O)c1ccc([N+](=O)[O-])cc1 (centres undefined),i
CNC(=O)C(=O)NCCN1CCNCC1,i
Cc1ccc(C)c(NC(=O)c2ccoc2C)c1,i
O=C(Nc1ccc2c(c1)CCC2)c1cc([N+](=O)[O-])nn1Cc1ccccc1,?
O=C(Nc1nnc(-c2ccc(Cl)s2)o1)c1ccc(S(=O)(=O)N2CCOCC2)cc1,i
CCOc1cccc(/C=C2\NC(=O)N(Cc3ccc(Cl)cc3)C2=O)c1O,?
CC(C)CCNC(=O)NCCc1nc2cccnc2n1Cc1ccccc1,?
CCN(CC)C(=O)c1cc(-c2ccc(Cl)c(Cl)c2)on1,i
Nc1c(C(=O)Nc2ccc(Cl)cc2Cl)nnn1Cc1ccc(F)cc1,i
Cc1cccc(N2C(=O)CC(N3CCOCC3)C2=O)c1 (centres undefined),i
C=CC[C@@H]1CC=C[C@@H](c2ccccc2)N1C(=O)CSc1ccncc1,i
O=C(CCc1ccc2c(c1)OCO2)N1CCC2(CCCN(CC3CC3)C2=O)C1 (centres undefined),i
CN(C)CCN(C)CC(c1ccccc1)c1ccccc1,i
O=C(c1ncc[nH]1)N1CCc2c(ncnc2N2CCOCC2)C1,?
Clc1ccc(OCc2nc(-c3cccnc3)no2)c(Cl)c1,i
O=[N+]([O-])c1ccc(CN2CCC(O)CC2)cc1,?
COc1cc2c(cc1OC)C(c1ccc(OCc3ccccc3)cc1)CC(=O)N2 (centres undefined),i
O=C(Nc1ccccc1I)c1cc2cc(Br)ccc2oc1=O,i
COCCCNC(=O)C1c2cc(OC)c(OC)cc2C(=O)N(C)C1c1cccs1 (centres undefined),i
Cc1cccc(NC(=O)c2cccc(S(=O)(=O)N3CCOCC3)c2)c1,i
O=C(Nc1ccccc1)Nc1ccc(Br)cc1F,i
CCCc1nc(N)c(C#N)c(-c2ccccc2Cl)c1CC,i

# This is a subset; the hit share may differ from the screen's.
